Bioassay records from PubChem BioAssay.
PAFAH1B2 FP inh: blocks human PAF acetylhydrolase 1b catalytic subunit 2. P68402. recombinant PAFAH1B2, FP-rhodamine activity probe, fluorescence polarization. inhibition, % at 3.39 µM. hit rate 1.2% among 340,000. AID 492953;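 active = inhibition above the mean of all tested compounds plus 3 SD, cut at about 24% in these data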;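 note: 0% = enzyme with DMSO and 100% = wells lacking PAFAH1B2; many of its hits are not listed in these tables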
PME-1 primary: PME-1 (human) inhibition; recombinant PME-1, FP-Rh probe fluorescence polarization; inhibition, % at 5.9 µM; hit rate 0.53% among 320,000; AID 2130;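 active = inhibition above the campaign mean of all compounds plus 3 SD, cut at about 26% in these data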;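 note: competitive labeling of PME-1 active site by serine hydrolase directed probe; 0% = PME-1 with DMSO and 100% = wells lacking PME-1 enzyme; inhibitors block probe labeling so polarization falls and inhibition rises; many of its hits are not listed in these tables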
PAD4 FP inh: PAD4 (human) enzyme inhibition; Q9UM07; recombinant PAD4, RCA probe fluorescence polarization; inhibition, % at 6.36 µM; hit rate 0.41% among 330,000; AID 485272;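 active = percent inhibition above a cutoff equal to the mean of all tested compounds plus 3 SD, cut at about 15% in these data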;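 note: 0% = PAD4 with RCA probe and DMSO and 100% = probe without PAD4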
LYPLA1 inh: counter-screen for PME1 inhibitors: inhibitors of human LYPLA1. recombinant LYPLA1, FP-Rh probe fluorescence polarization. inhibition, % at 5.9 µM. hit rate 0.16% among 320,000;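 active = inhibition above the mean of all tested compounds plus 3 SD, set per campaign, cut at about 14% in these data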;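 note: inhibitors block serine hydrolase probe labeling of LYPLA1 so polarization falls; 0% = enzyme with DMSO and 100% = wells lacking LYPLA1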
GSTO1 counter: blocks human GSTO1 in RBBP9 counter-screen; recombinant GSTO1, activity-based probe fluorescence polarization; inhibition, % at 5.96 µM; hit rate 1.1% among 300,000;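 active = inhibition above the campaign mean inhibition plus 3 SD, cut at about 35% in these data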;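 note: 0% = GSTO1-1 with DMSO and 100% = wells lacking GSTO1-1 enzyme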
pPAFAH FP inh: inhibitors of human plasma PAF acetylhydrolase (pPAFAH); Q13093; inhibition, % at 3.39 µM; recombinant pPAFAH, FP-rhodamine probe fluorescence polarization; hit rate 1.5% among 330,000; AID 463082;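 active = inhibition above the mean inhibition across the screen plus 3 SD, cut at about 25% in these data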;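 note: inhibitors block binding of the rhodamine activity-based probe so polarization drops; 0% = enzyme with DMSO and 100% = wells lacking pPAFAH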
PREPL inhibitor: inhibits the human prolyl oligopeptidase-like enzyme | Q4J6C6 | recombinant PREPL, fluorescence polarization activity-based probe | inhibition, % at 5.96 µM | hit rate 0.68% among 320,000 | AID 2751; in the data active = inhibition above about 43%;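 note: 0% = enzyme with DMSO and 100% = wells lacking enzyme; many of its hits are not listed in these tables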
Target sequence (Q4J6C6 whole entry, looked up): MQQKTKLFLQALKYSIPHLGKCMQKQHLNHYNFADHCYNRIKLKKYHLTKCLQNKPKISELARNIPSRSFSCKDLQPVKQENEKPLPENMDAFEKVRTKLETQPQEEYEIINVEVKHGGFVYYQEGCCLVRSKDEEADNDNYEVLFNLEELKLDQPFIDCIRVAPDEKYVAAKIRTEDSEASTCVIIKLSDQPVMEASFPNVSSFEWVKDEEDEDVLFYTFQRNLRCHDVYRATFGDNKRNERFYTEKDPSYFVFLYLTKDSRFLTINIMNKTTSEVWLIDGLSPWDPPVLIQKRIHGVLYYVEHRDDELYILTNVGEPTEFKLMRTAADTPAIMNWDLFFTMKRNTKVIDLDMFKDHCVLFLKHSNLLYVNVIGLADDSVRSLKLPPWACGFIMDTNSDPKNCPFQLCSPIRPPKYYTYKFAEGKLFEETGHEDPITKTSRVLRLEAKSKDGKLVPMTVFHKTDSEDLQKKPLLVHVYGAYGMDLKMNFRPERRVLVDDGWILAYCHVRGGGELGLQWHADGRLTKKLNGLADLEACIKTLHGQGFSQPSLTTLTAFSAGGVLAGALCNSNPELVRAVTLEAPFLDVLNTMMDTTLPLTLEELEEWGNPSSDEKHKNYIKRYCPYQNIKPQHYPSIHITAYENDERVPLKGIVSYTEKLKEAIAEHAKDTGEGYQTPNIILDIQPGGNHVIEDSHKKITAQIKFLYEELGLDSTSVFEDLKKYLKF
PAFAH1B3 FP inh: inhibitors of human PAFAH1B3 | inhibition, % at 3.39 µM | hit rate 0.28% among 340,000 | recombinant PAFAH1B3, FP-rhodamine probe, fluorescence polarization | Q15102 | AID 492972;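 active = inhibition above the screen-wide average of all tested compounds plus 3 SD, cut at about 25% in these data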;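 note: 0% = enzyme with DMSO only and 100% = wells lacking PAFAH1B3 protein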
Target sequence (Q15102 whole entry, looked up): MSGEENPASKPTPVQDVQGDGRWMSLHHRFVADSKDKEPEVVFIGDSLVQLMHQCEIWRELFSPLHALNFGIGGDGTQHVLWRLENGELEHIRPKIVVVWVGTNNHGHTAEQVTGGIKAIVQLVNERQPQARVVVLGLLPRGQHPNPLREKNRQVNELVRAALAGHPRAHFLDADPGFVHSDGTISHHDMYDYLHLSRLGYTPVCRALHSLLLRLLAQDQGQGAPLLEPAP
LYPLA2 counter: counter-screen for PME1 inhibitors: inhibitors of human LYPLA2 | hit rate 0.38% among 320,000 | AID 2177 | inhibition, % at 5.9 µM | recombinant LYPLA2, FP-Rh probe fluorescence polarization;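 active = inhibition above the screen-wide mean plus 3 SD, limit set per campaign, cut at about 26% in these data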;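 note: 0% = LYPLA2 with DMSO and 100% = wells lacking LYPLA2 enzyme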
Numbers without * were called inactive; . = no result given. Only part of the results is shown, so the mix of outcomes need not match the whole.

SMILES | PAFAH1B2 FP inh | PME-1 primary | PAD4 FP inh | LYPLA1 inh | GSTO1 counter | pPAFAH FP inh | PREPL inhibitor | PAFAH1B3 FP inh | LYPLA2 counter
CN(C)S(=O)(=O)c1ccc(NC(=O)N2CCN(c3ccccc3Cl)CC2)cc1 | -1.8 | 3.6 | -4.2 | 0.5 | -7.8 | 2.9 | 2.7 | -11.8 | 11.9
COc1ccc(/C=C/c2nnc(NC(C)=O)s2)cc1 | 3.2 | -4.8 | -4.4 | -0.7 | -10.3 | -0.1 | 0.7 | -2.8 | 4.8
O=C1c2ccccc2C(=O)N1CCOc1ccccc1Br | -0.8 | 3.0 | -2.3 | 0.2 | 2.7 | 5.2 | -3.1 | 8.1 | 8.8
O=C(CSc1nnnn1C1CCCCC1)Nc1ccc2c(c1)OCO2 | 0.2 | 1.1 | -1.2 | -2.0 | 3.9 | -6.7 | 14.2 | 4.8 | 0.7
COC(=O)c1[nH]c2cc(OC)c(OC)cc2c1/C=N/Nc1ccccc1 | 7.6 | 22.5 | -2.1 | -3.4 | 0.2 | 2.2 | 4.2 | 9.2 | -0.9
COc1ccc(CN2C(=O)c3cccnc3C2=O)cc1S(=O)(=O)N(C)c1ccc(C)cc1 | -6.8 | 4.5 | -11.6 | -2.6 | 0.8 | -0.3 | 3.0 | 6.8 | 1.9
COc1ccccc1NC(=O)c1nn(-c2ccc(Cl)cc2)ccc1=O | 0.0 | -1.4 | -4.4 | 1.9 | 3.9 | 2.7 | 7.9 | 0.1 | 2.1
Cc1nc(C(=O)NC2CC2)sc1C1(C)CC(c2ccccc2)=NO1 (configuration not stated) | -2.5 | 1.6 | -2.1 | 0.3 | 4.5 | -1.4 | -1.2 | 8.6 | 1.8
O=C(N/N=C/c1cccc(O)c1)c1ccccc1O | 0.8 | -6.1 | 4.5 | -2.8 | 14.8 | 4.4 | 19.6 | 5.7 | 3.3
COC(=O)c1ccc(OC(=O)c2ccco2)cc1 | 4.7 | -2.1 | -0.9 | -1.0 | 7.8 | 1.3 | 32.4 | -0.1 | -0.4
CCCNC(=O)c1noc2c1CCc1cc(OC)ccc1-2 | 0.6 | 2.2 | -1.9 | -1.5 | 12.8 | 2.0 | 7.5 | 9.5 | -1.2
COC(=O)c1ccc(C2CC(=O)Nc3cc(OC)c(OC)c(OC)c32)cc1 (configuration not stated) | -5.8 | -2.3 | 0.6 | 0.0 | 1.6 | 4.8 | -0.1 | 4.5 | 3.1
CCCc1c(O)c2ccccc2n(-c2ccccc2)c1=O | 2.8 | 4.1 | -3.9 | -0.1 | -12.4 | -3.0 | -4.5 | 4.3 | 0.6
CCOc1ccc(NC(=O)c2ccc(N3CC4CC(C3)c3cccc(=O)n3C4)c(NC(=O)c3ccncc3)c2)cc1 (configuration not stated) | 1.0 | 6.0 | -0.6 | 0.9 | 0.9 | 6.2 | -2.6 | 7.6 | -1.8
CCOC(=O)c1cnc(SCCN2CCOCC2)nc1N | 1.1 | 0.6 | -6.9 | 1.3 | -0.7 | -1.5 | 10.0 | 4.1 | -0.9
CSCC[C@H](NC(=O)[C@H](Cc1ccccc1)n1c(=O)[nH]c2ccccc2c1=O)C(=O)N1CCC(C(=O)O)CC1 | -2.0 | 3.4 | -2.1 | 0.5 | 0.3 | 2.6 | 8.2 | 11.9 | 0.8
Cc1ccccc1-c1nc2sc(C)c(C)c2c(=O)o1 | -3.3 | -2.4 | -1.6 | -3.5 | -1.4 | 0.1 | 8.4 | 4.3 | -8.1
O=C(COC(=O)CCc1ccccc1)Nc1ncc(Cl)cc1Cl | 4.1 | -9.5 | -2.3 | -1.6 | -7.9 | 25.9* | 19.0 | 8.5 | 3.9
CCc1nc(C)cn1S(=O)(=O)c1cc(C)c(OC)c(C)c1C | -2.9 | 4.7 | 2.2 | 0.9 | -2.6 | 0.7 | -5.7 | -2.8 | -3.0
O=c1cc(-c2cccc(Br)c2)nc(-c2ccccc2F)o1 | 0.6 | -8.4 | -0.2 | 3.0 | -3.7 | 1.4 | 2.5 | -7.4 | -4.1
COc1ccc(CC(=O)Nc2ccc(-c3cn4cccc(C)c4n3)cc2)cc1OC | 2.8 | 0.0 | -1.2 | 0.6 | -12.8 | -11.2 | 19.1 | 5.1 | -4.8
O=C(CSc1nnc(-c2ccco2)n1Cc1ccccc1)OC1CCCCC1 | 4.8 | -6.2 | -0.3 | -5.0 | -3.2 | -0.3 | -3.3 | 9.2 | 2.5
CNC(=O)CO/N=C/c1ccc(N(C)C)cc1 | -1.0 | -0.8 | -1.2 | -4.3 | 5.5 | 7.9 | 3.4 | 9.4 | -2.8
Cc1ccc(CNc2nnnn2C)cc1 | 1.8 | 2.8 | 1.5 | 3.6 | 6.4 | 0.6 | -4.0 | 2.8 | 11.6
O=C(COC(=O)Cc1c[nH]c2ccccc12)Nc1ccccc1 | 5.7 | 4.0 | 0.2 | -5.1 | 4.8 | 12.8 | -2.3 | 4.6 | -5.8
O=C(/C=C/N1CCOCC1)c1cc2ccccc2o1 | 5.0 | -0.1 | -4.9 | 2.5 | -7.6 | 6.1 | -17.1 | -3.6 | -0.7
CCOC(=O)c1c(C(F)(F)C(F)(F)C(F)(F)C(F)(F)F)n[nH]c1C | 10.1 | -3.1 | -0.3 | 0.9 | 10.8 | 7.4 | 12.8 | 10.4 | -0.3
COc1ccc(CCNC(=O)Cn2nnc(-c3ccccc3F)n2)cc1OC | -0.3 | 0.5 | -0.4 | 1.1 | 5.1 | 0.2 | -1.6 | 1.2 | -7.3
CCn1c(SCC(=O)Nc2ccc3c(c2)OCCO3)nnc1-c1ccco1 | 5.8 | -1.2 | 0.4 | 0.2 | 9.3 | 1.6 | 6.4 | 9.8 | -2.1
CCOc1c2ccc(C(=O)NCCCCc3ccccc3)cc2nn1C | 5.8 | 1.9 | 1.4 | 3.8 | 2.3 | -2.6 | 11.9 | 3.0 | 1.8
O=C(c1cc2cc(Br)ccc2oc1=O)N1CCN(c2ccccn2)CC1 | 4.7 | 3.6 | -2.2 | -0.2 | 2.4 | 2.1 | 5.8 | 11.6 | -1.0
Cc1cc(C)n(-c2nc3ccccc3n3cnnc23)n1 | -2.5 | -4.7 | 2.1 | -1.4 | -10.1 | 3.1 | 24.9 | 5.5 | 5.8
CC(=O)c1cc2c(cc1NS(=O)(=O)c1ccccc1C)OCO2 | . | -2.2 | -0.1 | -0.5 | 1.1 | 5.2 | 13.5 | . | 2.2
Cc1c(/C=N\NC(=O)C2COc3ccc(C(C)(C)C)cc3O2)c2ccccc2n1C (configuration not stated) | -1.3 | 1.1 | 0.8 | -3.6 | -5.8 | 26.9* | 23.6 | 6.5 | -8.0
Cc1ccc(-n2cnc3ncnc(-c4ccccc4)c32)cc1 | 0.1 | 1.5 | -2.3 | -6.2 | 2.6 | -2.0 | 7.7 | 0.6 | -1.5
O=[N+]([O-])c1ccc(C(=S)N2CCCC2)cc1 | 3.1 | 0.9 | -1.8 | 0.8 | -2.2 | 2.3 | -1.7 | 0.0 | 4.0
Cn1cnnc1SCCOc1ccc(Cl)cc1 | 6.1 | -5.9 | 1.1 | -0.4 | 7.6 | 0.6 | -2.2 | -3.9 | -3.6
Cc1c(C)c2ccc(OCC(=O)NCCc3c[nH]c4ccccc34)c(C)c2oc1=O | 3.1 | 4.3 | -4.4 | -1.1 | -1.3 | 2.4 | -21.6 | -3.8 | 0.0
Cc1ccc(CCNC(=O)CN(c2cc(C)cc(C)c2)S(=O)(=O)c2c(C)noc2C)cc1 | 3.5 | 5.0 | -0.3 | 4.5 | 1.4 | 3.3 | 3.4 | 7.4 | 4.8
Cc1cc2nc(N3CCN(C(=O)c4ccco4)CC3)sc2cc1C | 1.2 | 9.2 | 0.1 | 3.8 | 10.8 | 10.9 | 18.7 | 6.9 | 6.9
COc1ccc(N2Cc3ccccc3C2=NC(=O)c2cccc([N+](=O)[O-])c2)cc1 | -1.3 | 4.3 | -7.0 | -3.4 | -1.6 | 1.6 | 13.9 | -3.4 | 5.7
CNC(=S)NNC(=O)c1cccn(Cc2cccc(Cl)c2)c1=O | 2.4 | 1.9 | -1.6 | 3.4 | 10.0 | 2.7 | 6.6 | 8.6 | -3.1
O=C(Nc1cccc(S(=O)(=O)NC2=NCCC2)c1)c1cnc(Cl)c(Cl)c1 | 7.1 | -2.6 | -0.1 | -6.1 | . | -1.5 | 6.0 | 2.3 | -6.6
O=C(Nc1ccc(F)cc1)N1CCC(c2nc3c(nnn3Cc3cccc(Cl)c3)c(=O)[nH]2)CC1 | 2.9 | 0.4 | -3.9 | -1.3 | 17.9 | 0.1 | 5.0 | 8.1 | -1.9
O=C(Cc1ccccc1)NNC1=NS(=O)(=O)c2ccccc21 | 7.0 | -2.7 | -3.4 | 2.0 | -1.7 | 1.2 | 10.4 | 9.8 | -2.8
O=C(CNC(=O)c1ccco1)OCc1ccccc1F | 2.6 | . | 2.5 | . | . | -0.5 | -0.6 | 3.0 | .
CN(C)CCCN(C(=O)c1ccco1)c1nc2c(F)cccc2s1 | 2.9 | -1.7 | -2.0 | 0.3 | 2.0 | 0.6 | -109.7 | 5.7 | 1.3
O=C(Nc1ccc(CN2CCOCC2)cc1)c1ccc(Br)o1 | 1.2 | 7.3 | -3.7 | -3.4 | -7.1 | -0.9 | 15.2 | 1.0 | -0.8
Cc1c(NC(=O)CSc2ccccc2F)c(=O)n(-c2ccccc2)n1C | 1.9 | -3.7 | -5.6 | -0.5 | 2.6 | -2.4 | -2.1 | 3.1 | -1.2
COc1ccc(C(=O)CCC(=O)Nc2cc(Cl)c(O)c(Cl)c2)cc1 | 8.4 | -1.0 | -2.1 | -3.8 | 16.7 | 4.5 | -3.5 | 12.1 | -4.0
COc1ccc2ccccc2c1C(O)c1nccn1C (configuration not stated) | 32.1* | 28.9* | 26.3* | 23.9* | 35.7* | 7.0 | 31.8 | 39.0* | 29.6*
Cc1ccc(N=Cc2ccc(N(C)C)cc2)cc1 | 5.8 | -3.5 | -0.8 | 3.3 | 5.7 | 3.1 | -8.9 | 6.0 | 6.0
O=C(COC(=O)C(Cc1ccccc1)NC(=O)c1cccs1)NCc1ccccc1 (configuration not stated) | -0.4 | -8.3 | -2.3 | -6.1 | . | 0.4 | 15.8 | 5.3 | -8.7
CC(C)C[C@H](NC(=O)c1nc[nH]c1C(=O)N1CCN(C(=O)OC(C)(C)C)CC1)C(=O)OCc1ccccc1 | 9.1 | 4.3 | 4.3 | -2.4 | 8.4 | 1.4 | 30.0 | 0.1 | -3.7
Cc1ccc(C(=O)O/N=C2\CCCc3ccccc32)cc1 | 5.0 | 2.0 | 0.9 | -5.5 | 10.2 | 11.3 | 9.1 | 5.2 | -1.0
O=C(CSc1nnc2scc(-c3ccc(F)cc3)n12)NCc1ccco1 | -4.5 | -1.9 | -3.1 | 1.6 | -6.0 | -4.8 | 1.7 | 14.0 | 1.7
CC(C)(C)NC(=O)NC(=O)CN1CCN(C(c2ccccc2)c2ccccc2)CC1 | 6.2 | -1.3 | -0.2 | 0.6 | 4.9 | -1.3 | 19.8 | -4.0 | 2.5
